Source: PubChem
GCN5L2 inh: qHTS Assay for Inhibitors of GCN5L2 | hit rate 0.21% among 390,000 | Potency, µM (doses to about 58.9 µM), inactives show top-dose activity change, negative = inhibition, most hits filed as inhibitors | AID 504327, 2011 | Histone acetyltransferase KAT2A (Homo sapiens), Q92830 | GCN5L2 HAT assay, ThioGlo1 CoA-SH fluorescence
Target sequence (Q92830 whole entry, looked up): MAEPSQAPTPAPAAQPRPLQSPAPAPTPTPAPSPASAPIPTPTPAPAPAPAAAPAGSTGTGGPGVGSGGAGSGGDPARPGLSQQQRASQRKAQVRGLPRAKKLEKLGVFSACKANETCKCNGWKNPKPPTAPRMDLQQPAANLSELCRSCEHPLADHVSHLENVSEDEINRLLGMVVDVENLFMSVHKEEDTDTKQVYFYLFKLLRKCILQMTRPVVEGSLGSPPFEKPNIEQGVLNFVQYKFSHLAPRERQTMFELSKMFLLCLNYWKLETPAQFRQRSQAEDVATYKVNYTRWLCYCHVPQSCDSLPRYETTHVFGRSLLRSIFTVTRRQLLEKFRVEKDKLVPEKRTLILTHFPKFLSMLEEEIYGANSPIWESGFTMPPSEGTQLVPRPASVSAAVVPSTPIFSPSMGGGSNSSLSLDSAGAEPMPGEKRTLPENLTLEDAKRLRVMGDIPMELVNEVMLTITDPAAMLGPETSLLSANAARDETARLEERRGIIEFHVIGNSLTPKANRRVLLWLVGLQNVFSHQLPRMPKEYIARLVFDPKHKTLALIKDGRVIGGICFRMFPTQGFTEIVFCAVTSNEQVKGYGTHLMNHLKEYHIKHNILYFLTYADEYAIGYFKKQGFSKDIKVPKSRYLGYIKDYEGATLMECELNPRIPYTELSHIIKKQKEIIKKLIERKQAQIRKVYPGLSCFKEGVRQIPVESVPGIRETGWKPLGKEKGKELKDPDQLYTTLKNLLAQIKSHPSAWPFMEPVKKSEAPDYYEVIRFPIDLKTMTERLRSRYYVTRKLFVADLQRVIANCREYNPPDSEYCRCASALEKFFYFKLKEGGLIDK
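Titration-based screen in which CoA formation is detected via maleimide probe ThioGlo1 (50uM) turning fluorescent on thiol reaction; substrates H3(1-25) 75uM and acetyl-CoA 70uM, GCN5L2 20nM, 20 min incubation at room temperature.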
TDP1 cell CPT: qHTS for Inhibitors of human tyrosyl-DNA phosphodiesterase 1 (TDP1): qHTS in cells in presence of CPT; hit rate 12% among 420,000; chicken DT40 Tdp1-/-;hTDP1 cells + 20 nM CPT, ATP luminescence, 48 h; AID 686979, 2013; Potency, µM (top dose mostly 46.2 µM), for the others: at the highest dose activity change, negative = growth inhibition, hits mostly inhibitors; also: nearly all actives have a fitted effect of over 55% in size
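Chicken DT40 Tdp1-/- cells complemented with human TDP1, 400 cells/well, exposed to compounds plus 20 nM camptothecin for at least 48 h at 37 C; viability read as ATP content by CellTiter-Glo luminescence.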
FEN1 inh: qHTS Assay for the Inhibitors of Human Flap endonuclease 1 (FEN1); P39748; Recombinant FEN1 flap cleavage, fluorescence, 15 min; Potency, µM (top dose mostly 114 µM), inactives show top-dose activity change, negative = inhibition, hits mostly inhibitors; hit rate 0.35% among 390,000; also: nearly all actives have a fitted effect of over 65% in size
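Reaction started by adding substrate (50 nM final) to 10 nM enzyme after 15 min room-temperature compound preincubation. Reads at 0 and 15 min, with data normalized and fitted to a four-parameter Hill equation.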
* = called active by the depositor; ? = inconclusive; · = not tested or not shown; [ ] = remark or other dose. Calls follow the shape of the dose curve; as a rule, active = well fitted curve in the direction sought with a large enough effect; inconclusive = small, poorly fitted or top-dose-only effect, or another doubt; inactive = no such curve, though single readings can be large; an effect the other way counts as inactive or inconclusive. % is scaled to controls: 0 for no effect and ±100 for the full control effect; potency is read from the fitted curve at half-maximal effect.

SMILES	GCN5L2 inh	TDP1 cell CPT	FEN1 inh
COc1ccc(OC)c(S(=O)(=O)N2CCC(C(=O)NC3CCCC3)CC2)c1	-5%	-24%	2%
CCc1ccc(CN(C(=O)c2ccc(OC)cc2)C2CCS(=O)(=O)C2)cc1 (stereo unspecified)	3%	?	4%
Nc1nc2ncc(=O)[nH]c2c(=O)[nH]1	-18%	-1%	·
CN(c1cccc(NC(=O)CN2C(=O)c3ccccc3S2(=O)=O)c1)S(C)(=O)=O	-2%	6%	8%
Cc1ccc(-c2nc3cccnc3s2)cc1NC(=O)c1ccco1	·	-20%	-5%
Cc1cc(OC(=O)c2ccccc2Br)cc(=O)n1C	-2%	21µM*	-20%
O=C(CSc1nc2c(c(=O)[nH]1)CCC2)Nc1ccc(F)cc1	-4%	9%	-3%
COc1ccc(NS(=O)(=O)c2ccc(C(=O)N(C)Cc3ccc(C)o3)cc2)cc1	-5%	13µM*	15%
Cc1nc(N(C)C)c2sc(=S)n(C)c2n1	-4%	-1%	2%
CCOC(=O)/C(C#N)=C1/C=CN(c2ccc(C)cc2)C=N1	-7%[0.501 µM]	-2%	7%
CN(C)S(=O)(=O)c1ccc2c(c1)nc(CCC(=O)Nc1ccc3c(c1)OCO3)n2C	-4%	-9%	-12%
CC(Nc1ccc(-c2nc(-c3cccnc3)no2)cc1[N+](=O)[O-])c1ccccc1 (stereo unspecified)	2%	-5%	21%
CC1CCN(C(=O)C(=O)Nc2sc3c(c2C(=O)O)CC(C)(C)OC3)CC1	-15%	-19%	-9%
Cc1ccccc1S(=O)(=O)Cc1ccc(C(=O)NCCCN2CCCC2)o1	-3%	-7%	-6%
COC(CNC(=O)CCc1c(C)nc2c(-c3ccc(F)cc3)c(C)nn2c1C)OC	-3%	-11%	-4%
CC(C)NC(=O)CSc1nc(N)c(-c2ccccc2)c(=O)[nH]1	-6%	22%	-6%
CN(C(=O)COC(=O)C1CCN(S(=O)(=O)c2cccs2)CC1)c1ccccc1	-11%	3%	-13%
O=C(CSc1ncn[nH]1)c1ccc2c(c1)OCO2	-12%	-26%	-7%
COc1ccc(NC(=O)NNC(=O)C(C)Oc2ccc3ccccc3c2)cc1OC (stereo unspecified)	-6%	9%	-6%
COCCCNc1ccc([N+](=O)[O-])cc1C(=O)Nc1cccc(C)n1	7%	-8%	7%
O=C(Nc1nccs1)c1csc2c1CCCC2	3%	2%	-12%
COCC(=O)Nc1c(C(=O)Nc2ccc3c(c2)OCO3)oc2ccccc12	-4%	?	1%
Cc1cccc(NCCC(=O)c2ccc([N+](=O)[O-])cc2)c1C	16%	4.6µM*	-1%
COc1ccc(OCC(=O)N/N=C/c2ccncc2)cc1	-4%	-1%	0%
CNS(=O)(=O)c1ccc(C(=O)NCC(=O)NCCC(c2ccccc2)c2ccccc2)cc1	0%	-5%	4%
SMILES	GCN5L2 inh	TDP1 cell CPT	FEN1 inh
O=C(Cc1ccc([N+](=O)[O-])cc1)N/N=C/c1ccccc1F	3%	-22%	1%
CNCC(=O)Nc1ccc(Cl)c(C(F)(F)F)c1	2%	-25%	4%
Cc1cc(C)c(NC(=O)C2CCCO2)c(C)c1NC(=O)C1CCCO1 (stereo unspecified)	2%	2%	-1%
O=C(NCc1ccc(F)cc1)C(c1ccncc1)N(C(=O)c1csnn1)C1CC1 (stereo unspecified)	4%	-1%	-1%
Cc1noc(C)c1NC(=O)N(C)C[C@H]1Oc2ccc(NS(=O)(=O)c3cn(C)cn3)cc2C(=O)N([C@H](C)CO)C[C@@H]1C	3%	-8%	2%
O=C(NCc1ccc(F)cc1)C1CCCN(S(=O)(=O)c2ccc(-n3cnnn3)cc2)C1 (stereo unspecified)	-5%	-29%	2%
Cc1ccc(N=Cc2nc(-c3ccco3)oc2O)cc1	-6%	-9%	-13%
COc1ccc(C(CC(=O)Nc2ccc(Cl)cc2F)NC(=O)C(F)(F)F)cc1 (stereo unspecified)	-12%	?	9%
Cc1c(NC(=O)C2CCCN2C(=O)c2cccs2)c(=O)n(-c2ccccc2)n1C (stereo unspecified)	-3%	5%	-10%
Cc1cc(Cl)ccc1NC(=S)N1CCC(C(N)=O)(N2CCCCC2)CC1	-7%	-17%	-3%
CCOCCCNc1nc2ccccc2[nH]1	-1%	-16%	-2%
CC(=O)Nc1ccc(C2NC(=O)CCC2[N+](=O)[O-])cc1 (stereo unspecified)	-3%	13%	-7%
COc1ccc(Br)cc1/C=N/NC(=O)C[n+]1ccccc1	-4%	18µM*	7%
O=S(=O)(Nc1nc2ccc(S(=O)(=O)N3CCCC3)cc2s1)c1ccc(F)cc1	-12%	-25%	-5%
Cc1ccc(S(=O)(=O)NCc2cn3ccccc3n2)c(C)c1	1%	3%	-1%
Cc1ccc(C(=O)NC2CC(C)(C)NC(C)(C)C2)c(C)c1	0%	-2%	1%
CCCN1CCN(S(=O)(=O)c2cc3c(cc2C)NC(=O)CO3)CC1	?	4%	-3%
Clc1ccc(CSc2ccc(-c3cccnc3)nn2)cc1	-7%	-9%	-15%
CCOC(=O)C1=C(O)CSC1=Nc1cccc(Cl)c1	-8%	1%	-3%
OC(c1cccs1)(c1cccs1)C1C[N+]2(CF)CCC1CC2 (stereo unspecified)	-6%	-3%	-9%
CCN1CCN(c2ccc(S(=O)(=O)N3CCCCC3)cc2NC(=O)c2cccc(C)c2[N+](=O)[O-])CC1	0%	?	-14%
Oc1c(C(c2ccccc2F)N2CCN(Cc3ccccc3)CC2)sc2nc(-c3ccco3)nn12 (stereo unspecified)	-2%	2%	10%
O=S(=O)(O)CCCS(=O)(=O)O	-7%	3%	·
COc1ccccc1CNc1ncnc2ccc(-c3ccc(N(C)C)cc3)cc12	-12%	16µM*	·
CCNC(=S)NNC(=O)c1csc2c1CCC(C)C2 (stereo unspecified)	1%	-24%	-1%
SMILES	GCN5L2 inh	TDP1 cell CPT	FEN1 inh
NS(=O)(=O)c1cccc(NC(=O)CC(NC(=O)c2ccccc2Cl)c2ccccc2)c1 (stereo unspecified)	-3%	-7%	5%
CN1C(=O)C(CC(=O)NCC2CCCCC2)SC1=Nc1ccccc1 (stereo unspecified)	2%	?	1%
CCOC(=O)c1cc(-c2ccccc2)n(CCCC(=O)Nc2cccc(C)c2C)c1C	-6%	16µM*	-6%
COc1ccc(N=C2SCC(c3ccc(C)cc3)=NN2CCO)cc1	-1%	2%	-20%
CSc1ccc(/C=N/Nc2nc(C)cc(C)n2)cc1	-9%	-27%	3%
O=C(NCc1ccco1)C1CCN(S(=O)(=O)c2ccccc2C(F)(F)F)CC1	2%	-13%	8%
Cc1cccc(N=C2NC(=O)/C(=C/C=C/c3ccco3)S2)c1C	-9%	?	45µM*
COc1cc(C(=O)Nc2ccc(S(=O)(=O)N3CCCCC3C)cc2)cc(OC)c1OC (stereo unspecified)	-9%	21µM*	-18%
CCN(CC)S(=O)(=O)c1ccc2c(c1)N(CC(=O)NCCc1ccc(OC)c(OC)c1)C(=O)CO2	-2%	-27%	-4%
CCN1C(=O)CC(C(=O)NCCc2ccc(S(N)(=O)=O)cc2)SC1=Nc1ccc(OC)cc1 (stereo unspecified)	-7%	22%	-1%
COc1ccc(C2CC(c3ccccc3)=NN2C(=O)COC(=O)c2ccc(S(C)(=O)=O)cc2)cc1 (stereo unspecified)	-19%	-26%	2%
CSc1ccccc1C(=O)Nc1ccccc1C	-10%	-2%	-1%
Cc1ccc(S(=O)(=O)N2CCOCC2)cc1NC(=O)C1=NN(c2ccccc2)C(=O)CC1	-10%	-7%	1%
CCOc1ccc2c(c1)c(=O)c(C(=O)c1ccc(CC)cc1)cn2CC(=O)Nc1ccccc1C	3%	?	2%
COC(=O)Cn1c(=O)c(C)nc2ccccc21	0%	2%	13%
COc1ccc(CCNC(=O)c2cnn(-c3ccc(F)cc3)c2C2CCN(C(=O)OC(C)(C)C)CC2)cc1OC	1%	?	-12%
O=C(NC(Cc1c[nH]c2ccccc12)C(=O)O)/C(=C/c1ccc(F)cc1)NC(=O)c1ccccc1 (stereo unspecified)	-12%	-9%	17%
O=C(O)COc1c(-c2ccccc2)oc2ccccc2c1=O	-9%	-18%	40%[activator]
CC1(C)CC(=O)C(CC(=O)Nc2ccc(S(N)(=O)=O)cc2)=C(O)C1	2%	5%	5%
COc1ccccc1CNC(=O)c1cnc(SC)nc1C	-4%	23µM*	4%
O=C(COc1ccccc1[N+](=O)[O-])Nc1ccc2c(c1)OCO2	-7%	-6%	9%
Cc1ccc(C(=O)CCC(=O)N(C)CC(=O)Nc2ccccc2Br)cc1	-10%	1%	7%
CSc1ccc(CCNC(=O)CCc2nnc3ccc(NCCCN4CCCC4=O)nn23)cc1	-4%	-5%	-1%
Cc1nc2nc(C)c(CCC(=O)N3CCOCC3)c(C)n2n1	-7%	8%	7%
Cc1ccc(-c2cc(-c3ccccc3)c(C#N)c(SCC(O)CS(=O)(=O)Cc3ccccc3)n2)cc1 (stereo unspecified)	-1%	?	6%
SMILES	GCN5L2 inh	TDP1 cell CPT	FEN1 inh
COc1ccc(C2NC(=O)c3ccccc3O2)c(OC)c1OC (stereo unspecified)	-18%	-6%	-3%
Cc1ccc2oc3c(c(=O)c2c1)C1(C(=O)N(C)c2ccccc21)N(CCCO)C3=O (stereo unspecified)	0%	-11%	-10%
O=S(=O)(O)c1nc2ccccc2n1Cc1ccccc1	1%	-8%	6%
COc1ccc(NC(=O)Cc2nnc(SCC(=O)NC3CCCC3)n2C)cc1	-2%	-11%	-1%
CN1CCN(c2ccc(S(=O)(=O)N3CCCCC3)cc2NC(=O)COc2ccc([N+](=O)[O-])cc2)CC1	1%	-1%	-5%
CC(C)CN(C(=O)CSc1nc2ccccc2[nH]1)C1CCS(=O)(=O)C1 (stereo unspecified)	0%	-10%	0%
CN(C)c1nnnn1-c1ccc(Oc2ncc(C(F)(F)F)cc2Cl)cc1	?	-10%	-9%
Cc1ccc(CN(C)C(=O)C2CCC(=O)N(CC3CCCCC3)C2)o1 (stereo unspecified)	3%	-36%	35%
COc1cc(C2C(C#N)=C(N)N(c3cccnc3)C3=C2C(=O)CC(C)(C)C3)ccc1O (stereo unspecified)	-12%	-7%	-3%
Cc1ccc(-n2nc3c(=O)n(CCCC(=O)NCc4ccc(Cl)cc4)nc(C)c3c2C)cc1	-7%	23µM*	-8%
O=C(CCS(=O)(=O)c1ccccc1)Nc1nc(-c2cccs2)cs1	-6%	?	1%
CCN(CC)c1ccc2cc(-c3nc(-c4ccc(Cl)cc4Cl)cs3)c(=O)oc2c1	-6%	2%	-16%
O=C(NCCCCc1ccccc1)C1CC(c2ccc([N+](=O)[O-])cc2)=NO1 (stereo unspecified)	-1%	?	-16%
CCOC(=O)C1CCCN(CCC(=O)Nc2ccccc2)C1 (stereo unspecified)	-3%	4%	-5%
Cc1ccc(/C(O)=C2\C(=O)C(=O)N(C)C2c2ccc(Br)cc2)cc1 (stereo unspecified)	-5%	7%	-1%
Cc1cc(NC(=O)CC2CCCC2)ccc1Br	-8%	-4%	-2%

Among those listed so far, 12 have two or more sulfur atoms:
SMILES	GCN5L2 inh	TDP1 cell CPT	FEN1 inh
CN(c1cccc(NC(=O)CN2C(=O)c3ccccc3S2(=O)=O)c1)S(C)(=O)=O	-2%	6%	8%
Cc1nc(N(C)C)c2sc(=S)n(C)c2n1	-4%	-1%	2%
CN(C(=O)COC(=O)C1CCN(S(=O)(=O)c2cccs2)CC1)c1ccccc1	-11%	3%	-13%
O=C(Nc1nccs1)c1csc2c1CCCC2	3%	2%	-12%
O=S(=O)(Nc1nc2ccc(S(=O)(=O)N3CCCC3)cc2s1)c1ccc(F)cc1	-12%	-25%	-5%
OC(c1cccs1)(c1cccs1)C1C[N+]2(CF)CCC1CC2 (stereo unspecified)	-6%	-3%	-9%
O=S(=O)(O)CCCS(=O)(=O)O	-7%	3%	·
CCNC(=S)NNC(=O)c1csc2c1CCC(C)C2 (stereo unspecified)	1%	-24%	-1%
CCN1C(=O)CC(C(=O)NCCc2ccc(S(N)(=O)=O)cc2)SC1=Nc1ccc(OC)cc1 (stereo unspecified)	-7%	22%	-1%
Cc1ccc(-c2cc(-c3ccccc3)c(C#N)c(SCC(O)CS(=O)(=O)Cc3ccccc3)n2)cc1 (stereo unspecified)	-1%	?	6%
CC(C)CN(C(=O)CSc1nc2ccccc2[nH]1)C1CCS(=O)(=O)C1 (stereo unspecified)	0%	-10%	0%
O=C(CCS(=O)(=O)c1ccccc1)Nc1nc(-c2cccs2)cs1	-6%	?	1%

Arranged by number of heavy atoms (low to high): three of the compounds above
SMILES	GCN5L2 inh	TDP1 cell CPT	FEN1 inh
Cc1ccc(/C(O)=C2\C(=O)C(=O)N(C)C2c2ccc(Br)cc2)cc1 (stereo unspecified)	-5%	7%	-1%
CC(C)CN(C(=O)CSc1nc2ccccc2[nH]1)C1CCS(=O)(=O)C1 (stereo unspecified)	0%	-10%	0%
Cc1ccc2oc3c(c(=O)c2c1)C1(C(=O)N(C)c2ccccc21)N(CCCO)C3=O (stereo unspecified)	0%	-11%	-10%

This is a subset; the hit share may differ from the screen's.
